# Screening data: PubChem BioAssay, NMMLSC
# Myeloid diff 2 – induction of myeloid progenitor differentiation, primary screen, cell-based, flow cytometry, MLPCN library. ER-HoxA9 myeloid progenitors, lysozyme-GFP differentiation. calls only at 10 µM. 1% of 360,000 active;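 active means normalized GFP-positive differentiation at or above the plate's own cutoff, the solvent-only control mean plus 3 SD; inconclusive means no clear call, values can overlap the other calls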;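 further: cells exposed to compound for four days before flow analysis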
# Myeloid diff 2 GFP+ MAC1+ % – second read-out of Myeloid diff 2, no call of its own (marks repeat the call); GFP+ MAC1+ double positive, %; measured here: differentiation confirmed by MAC1 staining
# Starred values were filed as active, the others as inactive; i = inactive; ? = inconclusive; . = no result given; + = active, no number. Some of the compounds tested (hit frequency here may not be typical).
entry | smiles | Myeloid diff 2 | Myeloid diff 2 GFP+ MAC1+ %
1 | CC(C)C[C@H]1CN([C@@H](Cc2ccc(O)cc2)CN2CCC[C@H]2CN2C(=O)C(=O)NC[C@@H]2Cc2ccc(O)cc2)C(=O)C(=O)N1CCc1ccccc1 | i | 1.0
2 | COC(=O)C1(C(=O)OC)C/C=C\CN(S(=O)(=O)c2ccccc2[N+](=O)[O-])CC1 | i | 1.0
3 | COC(=O)C1=CN(c2ccc(OC)cc2OC)C(N)=C(C#N)C1c1ccccc1F (stereo unspecified) | ? | .
4 | COCCN1C(=O)CCC1(C)C(=O)NC1CCCC1 (stereo unspecified) | i | 0.9
5 | CCOC(=O)[C@]12CCCC=C1N(Cc1cccc3ccccc13)C(=O)[C@H](CC(=O)NCc1cccs1)C2 | i | 0.8
6 | N#Cc1ccc(-c2nc3ccc(Cl)cn3c2Cc2cccc(F)c2)cc1 | i | 0.9
7 | O=C(NCc1cccnc1)c1cc(C2CCCN(S(=O)(=O)c3cccc4cccnc34)C2)on1 (stereo unspecified) | i | 1.3
8 | CC[N+](CC)=N/N=C1\C=CC[N+]([O-])=C1 | i | 2.9
9 | O=C1NC[C@H](CCCCN2C[C@H](Cc3ccc(O)cc3)N(CC3CCCCC3)C(=O)C2=O)N(CCc2ccc(O)cc2)C1=O | i | 1.5
10 | N#Cc1ccc(C(C(=O)NC2CCCCC2)n2c(=O)c(-c3ccco3)nc3ccccc32)cc1 (stereo unspecified) | i | 6.8
11 | COC(=O)[C@@]12C[C@@H](CC(=O)NCc3cccc4ccccc34)C(=O)N(CCc3ccc(OC)c(OC)c3)C1=CCC(C)(C)C2 | i | 0.3
12 | CCOC(=O)C1=C[C@@H](C(C)(C)C)N(S(=O)(=O)c2ccc(C)cc2)[C@H]1c1ccc(F)cc1 | i | 0.8
13 | Cc1ccccc1-c1cnc(C(O)c2ccc(Cl)cc2C)[nH]1 (stereo unspecified) | i | 1.3
14 | CC1(C(=O)Nc2ccc3c(c2)OCO3)CCN1C(=O)C1(c2ccc(Cl)cc2)CC1 (stereo unspecified) | i | 1.2
15 | CCC(c1nnnn1-c1ccc2c(c1)OCCO2)N1CCN(c2ccc(C(F)(F)F)cn2)CC1 (stereo unspecified) | i | 0.4
16 | CC1(C(=O)NS(=O)(=O)c2cccc(C#N)c2)CCN1C(=O)C1CCCCC1 (stereo unspecified) | i | 0.6
17 | O=C(C[C@H]1CC[C@@H]2[C@H](COC[C@@H](O)CN2C(=O)C2CC2)O1)NCc1ccccc1Cl | i | 1.5
18 | CCCCn1nnnc1C(c1cc2ccccc2o1)N1CCN(C/C=C/c2ccccc2)CC1 (stereo unspecified) | i | 2.0
19 | CC1=C(C(=O)OC(C)C)C(c2ccc(Cl)cc2)n2c(sc(=Cc3ccc(OCC(=O)O)cc3)c2=O)=N1 (stereo unspecified) | i | 0.3
20 | Cc1ccc(SC2=C[C@@]3(O)CC[C@@H](O)[C@@](Sc4ccc(C)cc4)(C2=O)[C@H]3O)cc1 | i | 1.5
21 | CCCCc1c(-c2ccccc2OC)ncn1CCc1cccc(Cl)c1 | ? | .
22 | O=C(NN=Cc1cccc(O)c1O)c1ccccc1 | i | 0.8
23 | CC(C)c1ccc(NC(=O)Nc2nc(C(N)c3ccccc3)cs2)cc1 (stereo unspecified) | i | 0.2
24 | CN1OC[C@@H]2CN(C(=S)NCCc3ccccc3)[C@H](c3ccc(-n4ccnc4)cc3)C[C@@H]21 | i | 0.5
25 | Fc1cccc(Cc2c(-c3cccc(Br)c3)nc3ccc(Cl)cn23)c1 | i | 0.4
26 | COCCNC(=O)C1CCCN(C(=O)c2ccc(SC(F)(F)F)cc2)CC1 (stereo unspecified) | i | 0.4
27 | Cc1cccc(C)c1-n1nnnc1C1(C)CCC(=O)N1c1ccc(N2CCOCC2)cc1 (stereo unspecified) | i | 1.0
28 | COc1cc(Cl)ccc1OC1(C)CCN(Cc2ccccc2OC(F)F)C1 (stereo unspecified) | i | 0.8
29 | COc1ccccc1CNc1nc(NCc2ccc3occc3c2)c2sccc2n1 | i | 2.7
30 | CCc1nc2ccc(C(=O)N3CCN(C(=O)c4ccco4)CC3)cn2c1N(C)C(=O)COc1ccccc1 | i | 1.1
31 | FC(F)(F)c1cc(Cl)c2nc(-c3ccc(Cl)cc3)c(Cc3ccccc3)n2c1 | i | 1.4
32 | O=C(Nc1ccc(C(O)c2ccccc2)cc1)[C@@H]1O[C@H](CO)[C@@H](O)[C@H]1O (stereo partly specified) | i | 0.6
33 | CCCCN(C)C(=O)c1sc(=O)n(Cc2c(C)cccc2C)c1C | i | 2.3
34 | Cc1cc2c(=O)cc(-c3ccccc3)oc2c(C(=O)O)c1C | i | 1.2
35 | COc1ccc(NC(=O)c2cc(C3CCCCN3C(=O)c3ccc(C#N)cc3)on2)c(C)c1 (stereo unspecified) | i | 2.0
36 | CC(=O)Nc1ccc(-c2ccnc3c2CC(C(=O)Nc2ccc(Cl)c(C(F)(F)F)c2)O3)cc1 (stereo unspecified) | i | 1.1
37 | COc1ccccc1NC(=O)Nc1nc(C(N)C(C)C)cs1 (stereo unspecified) | i | 0.6
38 | COC(=O)C[C@H]1C=C[C@H](NC(=O)C2CCOCC2)[C@@H](CO)O1 | i | 1.3
39 | COC(=O)[C@@]12C[C@@H](CC(=O)NCc3ccc(C)o3)C(=O)N(Cc3cccc4ccccc34)C1=CCC(C)(C)C2 | i | 1.5
40 | COc1ccc2c(c1OC)C(CC(C)=O)N1CCc3cc4c(cc3C1C2=O)OCO4 (stereo unspecified) | i | 0.8
41 | COc1ccc(-c2nc3ccc(C)cn3c2Cc2ccsc2)cc1OC | i | 0.3
42 | CC1(C(=O)Nc2ccc3c(c2)OCCO3)CCN1Cc1ccc2ccccc2c1 (stereo unspecified) | i | 0.8
43 | COC(=O)[C@]12CCCCC=C1N(Cc1ccc3c(c1)OCO3)C(=O)[C@H](CC(=O)N1CCCC1)C2 | i | 2.0
44 | CCOC(=O)C1(C)CCN1C(=O)c1ccc(C)cc1 (stereo unspecified) | i | 1.0
45 | CC(=O)Nc1ccc(-c2ccnc3c2CC(C)(C(=O)NCc2ccco2)O3)cc1 (stereo unspecified) | i | 4.4
46 | CCCS(=O)(=O)NC(=O)C1(C)CCN(C(=O)/C=C/c2ccccc2)C1 (stereo unspecified) | i | 0.1
47 | CC(C)NC(=O)N1Cc2cc(C(=O)NCC(F)(F)F)nc(-c3cccc(-c4cc5ccccc5o4)c3)c2[C@@H]1CCO | i | 1.5
48 | Cc1oc(-c2cccs2)cc1C(=O)N1CCCC(C)(C(=O)O)C1 (stereo unspecified) | i | 1.2

# Fetched one by one from the list above:
entry | smiles | Myeloid diff 2 | Myeloid diff 2 GFP+ MAC1+ %
2 | COC(=O)C1(C(=O)OC)C/C=C\CN(S(=O)(=O)c2ccccc2[N+](=O)[O-])CC1 | i | 1.0
37 | COc1ccccc1NC(=O)Nc1nc(C(N)C(C)C)cs1 (stereo unspecified) | i | 0.6
43 | COC(=O)[C@]12CCCCC=C1N(Cc1ccc3c(c1)OCO3)C(=O)[C@H](CC(=O)N1CCCC1)C2 | i | 2.0
21 | CCCCc1c(-c2ccccc2OC)ncn1CCc1cccc(Cl)c1 | ? | .

# Continuation:
49) O=C1NC[C@H](CCCCN2CCN(CCc3ccccc3)C(=O)C2=O)N(CCc2ccc(O)cc2)C1=O
  Myeloid diff 2: i; Myeloid diff 2 GFP+ MAC1+ %: 0.4
50) COc1ccc(OC)c(NC(=O)Nc2nnc([C@H]3C[C@H](O)[C@@H](CO)O3)s2)c1
  Myeloid diff 2: i; Myeloid diff 2 GFP+ MAC1+ %: 0.6
51) COc1ccc(NC(=O)C(c2ccccc2F)n2c(=O)c(-c3cc4ccccc4[nH]3)nc3ccccc32)cc1 (stereo unspecified)
  Myeloid diff 2: i; Myeloid diff 2 GFP+ MAC1+ %: 0.8
52) CC1(C(=O)Nc2cnc3ccccc3c2)CCN1CCOc1ccccc1 (stereo unspecified)
  Myeloid diff 2: i; Myeloid diff 2 GFP+ MAC1+ %: 0.4
53) CC(C)(C)C1CCN2CCC[C@](c3ccccc3)(C1)[C@@]21CO1 (stereo partly specified)
  Myeloid diff 2: i; Myeloid diff 2 GFP+ MAC1+ %: 0.8
54) CNc1ccc(-c2cccc(C(=O)N3CCOCC3)c2)cn1
  Myeloid diff 2: i; Myeloid diff 2 GFP+ MAC1+ %: 1.1
55) COC(=O)[C@@]1(Cc2ccc(F)cc2)[C@H]2c3cc(C(=O)N(C)C)n(C)c3C[C@H]2CN1C(=O)c1ccccc1
  Myeloid diff 2: i; Myeloid diff 2 GFP+ MAC1+ %: 1.4
56) COc1ccccc1Cc1c(C(C)(C)C)nc2c3ccccc3ccn12
  Myeloid diff 2: +; Myeloid diff 2 GFP+ MAC1+ %: 1.6*
57) COc1ccc(Cl)cc1Cn1c(C)c(C(=O)NCc2cccc(Cl)c2)sc1=O
  Myeloid diff 2: i; Myeloid diff 2 GFP+ MAC1+ %: 1.5
58) CC1(C(=O)Nc2cccc3cccnc23)CCN1Cc1cccc2c1OCO2 (stereo unspecified)
  Myeloid diff 2: i; Myeloid diff 2 GFP+ MAC1+ %: 1.7
59) CC(c1nc2ccccc2[nH]1)n1c(=O)c(-c2cccnc2)nc2ccccc21 (stereo unspecified)
  Myeloid diff 2: i; Myeloid diff 2 GFP+ MAC1+ %: 2.4
60) CC1(C(=O)NS(=O)(=O)c2ccccc2)CCN1C(=O)CC(c1ccccc1)c1ccccc1 (stereo unspecified)
  Myeloid diff 2: i; Myeloid diff 2 GFP+ MAC1+ %: 0.5
61) Cc1nc(-c2ccccc2)sc1C(=O)NS(=O)(=O)c1ccc(CN2CCN(c3ccccc3)CC2)cc1
  Myeloid diff 2: i; Myeloid diff 2 GFP+ MAC1+ %: 0.6
62) CCCC(=O)N1CCCC(c2cc(C(=O)NCc3ccc(F)cc3)no2)C1 (stereo unspecified)
  Myeloid diff 2: i; Myeloid diff 2 GFP+ MAC1+ %: 0.6
63) CC(=O)NC(c1cccc(F)c1)c1nc(-c2cc3ccccc3o2)cs1 (stereo unspecified)
  Myeloid diff 2: i; Myeloid diff 2 GFP+ MAC1+ %: 1.4
64) CCOC(=O)[C@]12CCC=C1N(Cc1ccc(Cl)cc1Cl)C(=O)[C@H](CC(=O)NCc1ccc(C)o1)C2
  Myeloid diff 2: i; Myeloid diff 2 GFP+ MAC1+ %: 1.5
65) Cc1ccccc1C(=O)N1CCC[C@@H]1C(=O)N1CCC[C@H]1C(=O)NCc1ccncc1
  Myeloid diff 2: i; Myeloid diff 2 GFP+ MAC1+ %: 0.7
66) CC1(C(=O)NCc2cccc3ccccc23)CCN1Cc1ccc(-c2ccccc2)o1 (stereo unspecified)
  Myeloid diff 2: i; Myeloid diff 2 GFP+ MAC1+ %: 0.6
67) CC1OC(CCc2cccc(Cl)c2)Cc2[nH]c(=S)[nH]c(=O)c21 (stereo unspecified)
  Myeloid diff 2: i; Myeloid diff 2 GFP+ MAC1+ %: 2.0
68) COC(=O)[C@@]1(Cc2ccc(F)cc2)[C@H]2c3cc(C(=O)N4CCCC4)n(Cc4ccc(OC(F)(F)F)cc4)c3C[C@H]2CN1C(=O)c1ccccc1
  Myeloid diff 2: i; Myeloid diff 2 GFP+ MAC1+ %: 1.5
69) COC(=O)c1cc(=O)nc(NN=Cc2ccco2)s1
  Myeloid diff 2: i; Myeloid diff 2 GFP+ MAC1+ %: 0.6

# Gathered by group: the compounds so far containing a Cl atom (13)
6) N#Cc1ccc(-c2nc3ccc(Cl)cn3c2Cc2cccc(F)c2)cc1
  Myeloid diff 2: i; Myeloid diff 2 GFP+ MAC1+ %: 0.9
13) Cc1ccccc1-c1cnc(C(O)c2ccc(Cl)cc2C)[nH]1 (stereo unspecified)
  Myeloid diff 2: i; Myeloid diff 2 GFP+ MAC1+ %: 1.3
14) CC1(C(=O)Nc2ccc3c(c2)OCO3)CCN1C(=O)C1(c2ccc(Cl)cc2)CC1 (stereo unspecified)
  Myeloid diff 2: i; Myeloid diff 2 GFP+ MAC1+ %: 1.2
17) O=C(C[C@H]1CC[C@@H]2[C@H](COC[C@@H](O)CN2C(=O)C2CC2)O1)NCc1ccccc1Cl
  Myeloid diff 2: i; Myeloid diff 2 GFP+ MAC1+ %: 1.5
19) CC1=C(C(=O)OC(C)C)C(c2ccc(Cl)cc2)n2c(sc(=Cc3ccc(OCC(=O)O)cc3)c2=O)=N1 (stereo unspecified)
  Myeloid diff 2: i; Myeloid diff 2 GFP+ MAC1+ %: 0.3
21) CCCCc1c(-c2ccccc2OC)ncn1CCc1cccc(Cl)c1
  Myeloid diff 2: ?; Myeloid diff 2 GFP+ MAC1+ %: .
25) Fc1cccc(Cc2c(-c3cccc(Br)c3)nc3ccc(Cl)cn23)c1
  Myeloid diff 2: i; Myeloid diff 2 GFP+ MAC1+ %: 0.4
28) COc1cc(Cl)ccc1OC1(C)CCN(Cc2ccccc2OC(F)F)C1 (stereo unspecified)
  Myeloid diff 2: i; Myeloid diff 2 GFP+ MAC1+ %: 0.8
31) FC(F)(F)c1cc(Cl)c2nc(-c3ccc(Cl)cc3)c(Cc3ccccc3)n2c1
  Myeloid diff 2: i; Myeloid diff 2 GFP+ MAC1+ %: 1.4
36) CC(=O)Nc1ccc(-c2ccnc3c2CC(C(=O)Nc2ccc(Cl)c(C(F)(F)F)c2)O3)cc1 (stereo unspecified)
  Myeloid diff 2: i; Myeloid diff 2 GFP+ MAC1+ %: 1.1
57) COc1ccc(Cl)cc1Cn1c(C)c(C(=O)NCc2cccc(Cl)c2)sc1=O
  Myeloid diff 2: i; Myeloid diff 2 GFP+ MAC1+ %: 1.5
64) CCOC(=O)[C@]12CCC=C1N(Cc1ccc(Cl)cc1Cl)C(=O)[C@H](CC(=O)NCc1ccc(C)o1)C2
  Myeloid diff 2: i; Myeloid diff 2 GFP+ MAC1+ %: 1.5
67) CC1OC(CCc2cccc(Cl)c2)Cc2[nH]c(=S)[nH]c(=O)c21 (stereo unspecified)
  Myeloid diff 2: i; Myeloid diff 2 GFP+ MAC1+ %: 2.0
